tim23-1 inh = tim23-1 yeast growth inhibition. S. cerevisiae tim23-1 growth, BacTiter-Glo luminescence, 24 h. inhibition, % at 20 µM. 330,000 tested, 1.3% active;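 active means growth inhibition of the mutant yeast at or above 50%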;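 further: temperature-sensitive mutant grown at 25 °C; plate controls were DMSO-treated mutant yeast for no effect and medium wells lacking yeast for full effect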
697 NFkB inh = lowers PMA/ionomycin-induced NF-kB signal in 697 B cells; AID 435022; 330,000 tested, 0.33% active; inhibition, % at 4 µM; 697 B-cell NF-kB luciferase reporter, 16 h; in the data active means inhibition above about 35%
TIM10 inh = growth inhibitors of TIM10 yeast strain; S. cerevisiae TIM10 strain growth, BacTiter-Glo luminescence, 24 h; inhibition, % at 10 µM; 330,000 tested, 1.4% active; AID 463195;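 active means inhibition of 40% or more at the single tested concentration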;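 further: wild-type TIM10 isogenic control strain grown at permissive 25 °C; 0% = DMSO yeast wells and 100% = minimal medium wells without yeast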
Jurkat NFkB inh = lowers PMA/ionomycin-induced NF-kB signal in Jurkat cells | PMA/ionomycin-induced NF-kB luciferase reporter, luminescence | inhibition, % at 4 µM | 330,000 tested, 0.53% active | AID 435003; in the data active means inhibition above about 50%
XBP1 UPR activ = activators of adaptive arm of unfolded protein response (XBP1); AID 463104; activation, % at 20 µM; 330,000 tested, 0.33% active; CHO-XBP1 luciferase reporter, IRE1-XBP1 UPR activation, luminescence; percent of tunicamycin response, DMSO as zero;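 active means versus positive control, 20 µM dose yields 30% or more activation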;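 further: 100% = tunicamycin at 10 µg/mL and 0% = DMSO only wells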
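Material – CHO cell line with stable XBP1 luciferase reporter · Buffer or medium – F12 plus 10% FBS · Compound – single point, 20 µM final compound, 1% DMSO · Schedule – 16-18 h cell attachment at 37 °C, then 6 h compound exposure · Signal – Steady-Glo luminescence read · Benchmarks – high control tunicamycin 10 µg/mL final, low control DMSO vehicle only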
Mdm2-MdmX inh = human Mdm2/MdmX binding inhibition; AID 485346; 330,000 tested, 3% active; SaOS-2 split-luciferase Mdm2/MdmX complementation, luminescence; inhibition, % at 8 µM;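 active means inhibition of at least 50% at 8 µM in the primary screen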
Target sequence (O15151 whole entry, looked up): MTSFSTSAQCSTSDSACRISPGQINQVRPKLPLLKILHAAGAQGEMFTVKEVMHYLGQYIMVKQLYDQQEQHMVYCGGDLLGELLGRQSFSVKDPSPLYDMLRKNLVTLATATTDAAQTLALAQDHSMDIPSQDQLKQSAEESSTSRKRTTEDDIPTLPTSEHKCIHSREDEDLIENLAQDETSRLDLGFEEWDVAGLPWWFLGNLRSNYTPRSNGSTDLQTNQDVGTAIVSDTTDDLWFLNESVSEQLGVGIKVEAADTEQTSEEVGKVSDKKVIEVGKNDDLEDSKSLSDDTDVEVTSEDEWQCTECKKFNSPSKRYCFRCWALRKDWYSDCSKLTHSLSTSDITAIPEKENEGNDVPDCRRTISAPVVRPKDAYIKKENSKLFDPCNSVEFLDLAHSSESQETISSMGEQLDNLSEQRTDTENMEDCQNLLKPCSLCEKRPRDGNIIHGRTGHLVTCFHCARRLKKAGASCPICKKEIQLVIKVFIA
Target sequence (Q00987 whole entry, looked up): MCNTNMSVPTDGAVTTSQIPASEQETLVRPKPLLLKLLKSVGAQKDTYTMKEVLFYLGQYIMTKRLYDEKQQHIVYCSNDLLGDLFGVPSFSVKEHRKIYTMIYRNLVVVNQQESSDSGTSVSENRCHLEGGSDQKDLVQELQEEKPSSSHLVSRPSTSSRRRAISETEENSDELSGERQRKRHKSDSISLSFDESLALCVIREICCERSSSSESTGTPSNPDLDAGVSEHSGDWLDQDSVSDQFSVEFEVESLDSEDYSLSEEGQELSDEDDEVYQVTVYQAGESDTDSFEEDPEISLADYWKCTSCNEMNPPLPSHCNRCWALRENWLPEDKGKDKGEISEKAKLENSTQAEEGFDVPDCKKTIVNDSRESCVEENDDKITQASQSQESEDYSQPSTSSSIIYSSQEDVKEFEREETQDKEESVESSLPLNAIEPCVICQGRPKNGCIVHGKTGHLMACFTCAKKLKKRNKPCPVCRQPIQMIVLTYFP
tim10-1 inh = inhibits growth of tim10-1 mutant yeast | S. cerevisiae tim10-1 ts strain growth, BacTiter-Glo, 24 h | inhibition, % at 20 µM | 330,000 tested, 2.2% active | AID 463190;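 active means inhibition of at least 40%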;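 further: mutant grown at 25 °C; 0% = DMSO wells with yeast and 100% = wells holding no yeast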
CHOP UPR activ = apoptotic UPR (CHOP) activation. 330,000 tested, 0.34% active. CHO-CHOP luciferase reporter, luminescence; percent of tunicamycin response over DMSO baseline. activation, % at 10 µM;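 active means at 10 µM dose, activation of 40% or more, normalized to positive control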;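 further: 100% = tunicamycin at 10 µg/mL and 0% = DMSO alone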
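System: CHO CHOP reporter cells. Amount: 500 cells per well. Buffer or medium: F12 medium, 10% FBS. Compound dosing: one dose, 10 µM in 0.5% DMSO. Incubation: 6 h compound exposure at 37 °C after overnight seeding. Technique: Steady-Glo luciferase luminescence. Benchmarks: tunicamycin and DMSO controls.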
* marks the source's active call; other numbers are inactive results.

SMILES	tim23-1 inh	697 NFkB inh	TIM10 inh	Jurkat NFkB inh	XBP1 UPR activ	Mdm2-MdmX inh	tim10-1 inh	CHOP UPR activ
Cc1cc(C)c(S(=O)(=O)NCc2cn3ccccc3n2)c(C)c1	5	-5	-2	3	-4	-9	10	-0.2
COc1cccc(C2C(C(N)=O)=C(C)Nc3nc(-c4ccccc4Cl)nn32)c1 (stereo unspecified)	15	4	5	0	3	0	11	-0.7
Cc1cccc(C(=O)Nc2cccc(OC(=O)c3cccc(C)c3)c2)c1	12	-19	4	-41	9	-30	13	5.4
Cc1c(C(=O)OCC2CCCO2)[nH]c2c1C(=O)CC(c1ccc(N(C)C)cc1)C2 (stereo unspecified)	23	2	15	-7	-3	8	16	-0.9
CCOC(=O)C1CCCN(C(=O)CCCOc2cc(=O)n(C)c3ccccc23)C1 (stereo unspecified)	21	11	5	9	-2	22	19	0.3
O=C(Nc1ccccc1N1CCCC1)c1cc2ccccc2o1	28	-109	25	-57	5	-12	29	2.4
Cc1ccc2nc(C)c(C)nc2c1N	-2	11	-2	5	3	10	-12	-1.4
CC(=O)OCCn1c(=O)c2cc3c(=O)n(CCOC(C)=O)c(=O)c3cc2c1=O	13	-20	-2	-6	0	-27	10	0.8
CCc1cc(=O)oc2c(C)c(OCC(=O)N3CCCc4ccccc43)ccc12	-6	-4	5	-9	2	12	36	2.0
CC(C)(C)NC(=O)C(=O)NC(=O)c1c(F)cccc1Cl	18	5	21	-1	-1	4	13	-1.8
Cc1ccc(NC(=O)Nc2ccc3c(c2)nc(C)n3C)cc1	0	-115	37	-117	-1	-88	4	0.4
CC(NC(=O)c1ccc(S(=O)(=O)Nc2ccccc2Cl)cc1)c1ccncc1 (stereo unspecified)	1	2	-7	5	-1	14	6	-2.1
CC1CCC2(CC1)N=C(N)Nc1nc3ccccc3n12 (stereo unspecified)	6	-2	-1	11	-1	-2	2	0.1
COc1ccc(CCN(Cc2cccs2)S(=O)(=O)c2ccc(S(=O)(=O)N3CCCCCC3)cc2)cc1OC	-22	-20	-9	9	-2	3	-5	-0.1
O=C(CCCN1C(=O)c2ccccc2C1=O)Nc1c(C(=O)C2CC2)oc2ccccc12	8	3	-2	5	3	-9	8	-0.8
C[C@H](CO)N1C[C@H](C)[C@@H](CN(C)C(=O)NC2CCCCC2)Oc2ccc(NC(=O)Nc3ccccc3)cc2C1=O	11	11	-2	3	-3	21	6	-0.5
O=C(O)CCCc1ccc2c(c1)CCc1ccccc1-2	20	26	-4	26	-4	25	0	-5.1
O=[N+]([O-])c1ccc(S(=O)(=O)N2CCN(c3ccnc4cc(Cl)ccc34)CC2)cc1	12	35	11	18	-8	26	16	1.3
Cc1ccc(-c2csc(NC(=O)c3cccc(C)c3)c2C(=O)O)cc1	83*	-54	83*	-28	-2	-4	72*	6.5
CCOc1ccccc1NC(=O)COC(=O)Cc1cccs1	23	-12	11	-3	-1	5	12	0.1
O=C(NC(=S)Nc1ccc(CN2CCCCC2)cc1)c1cccc(OCc2ccccc2)c1	-24	-5	21	-21	0	23	8	0.4
Cc1ccc(S(=O)(=O)N2CCC(C(=O)NC3CC(C)(C)NC(C)(C)C3)CC2)cc1C	8	10	3	-6	-5	14	11	-0.3
Cc1cc(C(F)F)n2nc(C(=O)Nc3sc4c(c3C#N)CCC(C)C4)nc2n1 (stereo unspecified)	48	6	42*	2	-3	-25	57*	-1.0
CCn1c(/C=N/c2nc3ccccc3n2C)nc2ccccc21	56*	-101	18	-58	8	-15	31	0.7
CCOC(=O)c1c(C)[nH]c(C)c1C(=O)CSc1nc(N)cc(=O)[nH]1	-5	20	-8	4	1	-7	11	-2.0
CC(C(=O)O/N=C(\N)c1cccnc1)c1ccc([N+](=O)[O-])cc1 (stereo unspecified)	7	10	8	-10	-1	14	-7	-2.2
CCC1=C([N+](=O)[O-])C(c2ccc3c(c2)OCO3)NC(=O)N1 (stereo unspecified)	2	-11	6	-7	-2	9	12	3.5
CCC(CC)C(=O)c1c[nH]c(C(=O)NCc2ccccn2)c1	15	8	-3	-1	2	27	9	-2.2
Nc1nc(CN2CCN(c3ccccc3)CC2)nc(N2CCCc3ccccc32)n1	29	1	24	5	-3	10	38	-2.4
CC(=O)Nc1sc(C)c(C)c1C(=O)OC1CCOC1=O (stereo unspecified)	0	18	-1	9	-6	-6	1	-1.5
COc1ccc(Br)cc1CNC(=O)C1CCC(=O)N1C(C)C (stereo unspecified)	-2	-3	-14	20	-2	-1	-9	-0.2
CC1CCCN(CC(O)COCc2ccccc2)C1 (stereo unspecified)	0	-7	-1	-11	-1	3	6	0.4
O=C(NCc1ccccc1Cl)C1CCN(C(=O)c2ccco2)CC1	14	-5	-5	9	-2	-11	26	-0.5
Cc1ccccc1NC(=O)/C(=C/c1ccccc1)c1ccccc1	-9	1	-37	0	-5	17	-23	-1.3
Cc1ccc(CNC(=O)c2ccc(N3CCC4(CC3)CC(c3cccc(Br)c3)=NO4)c(NC(=O)c3ccc(Cl)c([N+](=O)[O-])c3)c2)cc1	-3	9	-1	-5	-2	36	7	1.4
CCS(=O)(=O)N1CCC(C(=O)NC2CCCCC2)CC1	0	-4	-3	-22	0	18	-10	1.5

3 compounds from above, arranged by formula weight, smallest number first.
SMILES	tim23-1 inh	697 NFkB inh	TIM10 inh	Jurkat NFkB inh	XBP1 UPR activ	Mdm2-MdmX inh	tim10-1 inh	CHOP UPR activ
O=C(O)CCCc1ccc2c(c1)CCc1ccccc1-2	20	26	-4	26	-4	25	0	-5.1
Cc1cc(C)c(S(=O)(=O)NCc2cn3ccccc3n2)c(C)c1	5	-5	-2	3	-4	-9	10	-0.2
O=C(NC(=S)Nc1ccc(CN2CCCCC2)cc1)c1cccc(OCc2ccccc2)c1	-24	-5	21	-21	0	23	8	0.4

(continued)
SMILES	tim23-1 inh	697 NFkB inh	TIM10 inh	Jurkat NFkB inh	XBP1 UPR activ	Mdm2-MdmX inh	tim10-1 inh	CHOP UPR activ
CCCCNC(=O)[C@@H]1CC=C[C@@H]2CCN(C3CC3)C(=O)[C@@H]21	-1	18	3	22	-1	-7	2	0.6
CCOC(=O)c1c(N)sc(C(=O)N2CCOCC2)c1C	-4	9	0	1	-1	21	11	-0.7
Cc1cccc(NC(=O)c2ccc(C(=O)Nc3cccc(C)c3)nc2)c1	-6	-26	-22	19	0	56*	-5	-0.1
Cc1ccc(NC(=O)CCc2nnc3ccc(N4CCOCC4)nn23)cc1C	-1	-16	5	-1	0	-8	2	-1.1
Cc1cc(=O)c(C(=O)O)nn1-c1ccccc1C(F)(F)F	13	-2	-15	3	0	5	9	-0.4
CCCCN1CNC(=S)N(CCc2ccc(OCC)c(OCC)c2)C1	28	-3	17	-23	-2	20	29	-1.9
CCOc1ccc(CC(=O)N/N=C/c2cccnc2)cc1	4	-15	-4	-10	2	-28	-10	0.6
CC(NC(=O)c1ccco1)C(=O)N1CC=C(c2ccccc2)CC1 (stereo unspecified)	8	13	-12	9	1	0	-36	1.0
CCc1ccc(/C=C2\SC(N3CCCC3)=NC2=O)cc1	38	0	44*	16	2	-1	21	5.1
CC(C)(Cc1ccc(O)cc1)NC(=O)CC(=O)N/N=C/c1ccc([N+](=O)[O-])cc1	10	-36	9	-19	-1	-16	6	-0.9
Cc1nc([N+](=O)[O-])cn1-c1nc2ccccn2c1[N+](=O)[O-]	16	-11	7	17	-1	-25	0	-1.0
Cc1ccc(Cn2nnnc2CN2CCC(NC(=O)c3ccc(Br)cc3)CC2)cc1	14	8	2	9	-3	6	14	1.4
CCOc1ccc(S(=O)(=O)Nc2cccc(C(=O)N(C)Cc3cccc(OC)c3OC)c2)cc1	2	8	0	13	-3	-6	11	-0.5
Cc1ccccc1Oc1ccc(NC(=O)C2CC=CCC2C(=O)O)cc1 (stereo unspecified)	0	4	2	10	0	-13	15	-0.7
O=C(CN1CCOCCOCCOCCOCC1)Nc1ccccc1	5	3	-5	-22	2	-25	0	-0.8
CC(=O)NN1C(=O)/C(=C\c2ccc(Cl)cc2)SC1=S	30	-5	21	-14	0	-7	36	-0.7
CC(NC(=O)Cc1ccc(-c2ccccc2)cc1)c1ccccc1 (stereo unspecified)	21	-26	9	3	-2	31	3	0.2
COc1ccc(-c2nc(CN3CCN(Cc4cccc(F)c4)CC3)c(C)o2)cc1	20	-3	2	-2	-5	5	16	-0.6
COc1ccc(Oc2nc3ccccc3nc2C(F)(F)F)cc1	-1	11	-27	2	-1	24	19	0.5
Cc1cccc(N(C(=O)CCC(=O)Nc2ccccn2)C(C(=O)NC(C)C)c2ccc(F)cc2)c1 (stereo unspecified)	18	-8	0	4	-2	12	20	0.7
COc1ccc(-c2csc3nc[nH]c(=O)c23)cc1	-6	16	7	6	0	17	2	-3.2
CN(C)c1ccnc(NCc2ccccc2)c1C#N	-5	-3	10	-4	-1	-9	16	0.7
CCOC(=O)Cc1cc(=O)c2c(=O)n(-c3ccccc3)[nH]c2[nH]1	-1	15	11	4	3	20	2	5.7
O=C(Nc1ccc(F)cc1)N1CCN(c2ncccn2)CC1	-9	18	-6	-5	4	14	4	-0.2

As entered above:
Value for COc1ccc(Oc2nc3ccccc3nc2C(F)(F)F)cc1 under Jurkat NFkB inh: 2
Value for Cc1ccccc1Oc1ccc(NC(=O)C2CC=CCC2C(=O)O)cc1 (stereo unspecified) under XBP1 UPR activ: 0
Value for COc1ccc(-c2nc(CN3CCN(Cc4cccc(F)c4)CC3)c(C)o2)cc1 under Mdm2-MdmX inh: 5
Value for O=C(Nc1ccc(F)cc1)N1CCN(c2ncccn2)CC1 under Mdm2-MdmX inh: 14
Value for CN(C)c1ccnc(NCc2ccccc2)c1C#N under TIM10 inh: 10
Value for CC(NC(=O)Cc1ccc(-c2ccccc2)cc1)c1ccccc1 (stereo unspecified) under Mdm2-MdmX inh: 31
Value for COc1ccc(-c2csc3nc[nH]c(=O)c23)cc1 under tim23-1 inh: -6

Further results
SMILES	tim23-1 inh	697 NFkB inh	TIM10 inh	Jurkat NFkB inh	XBP1 UPR activ	Mdm2-MdmX inh	tim10-1 inh	CHOP UPR activ
O=C(Nc1ccc(Nc2ccccc2)cc1)c1ccc(Br)o1	52*	-68	39	-77	3	-31	41*	2.7
O=C(NCC1CCN(c2ccc(S(=O)(=O)N3CCOCC3)cc2)CC1)Nc1ccccc1	12	-12	-6	5	-3	12	-3	-2.4
CCOn1c(=O)c(-c2ccc(OC)cc2)[n+]([O-])c2ccccc21	27	-6	10	-23	1	-1	7	1.5
C[C@@H](C(=O)NCC1CC1)[C@H]1C[C@]1(C)[C@H](NC(=O)OCc1ccccc1)c1ccccc1	29	16	15	6	-1	7	22	0.2
N#Cc1c(-c2ccco2)cc(C2CC2)nc1SCC(=O)c1ccccc1	-9	-17	-14	31	5	49	-8	-0.2
O=C(OCC(=O)N1CCOCC1)c1ccccc1SCC(=O)N1CCCC1	10	20	-8	2	-2	-1	-18	-1.8
C[C@@H](O)Cc1cn(CC(=O)NCCCCCCCCCCC(=O)N2CCNCC2)nn1	-6	16	0	16	1	15	-13	1.2
COc1cc(CN2CCN(C(C)C)C(CCO)C2)ccc1OCc1ccccc1 (stereo unspecified)	7	1	5	-24	2	-16	12	9.5
COc1cc(S(=O)(=O)N(Cc2cccs2)CC2CCCO2)ccc1-n1cnnn1 (stereo unspecified)	11	-17	5	0	-3	-5	21	0.5
CN(C)c1nc(C#N)nc(N2CCOCC2)n1	-8	13	-1	1	-5	5	-18	-2.2
CCN1C(=O)CCC(C(=O)O)C1c1ccc(OC)cc1 (stereo unspecified)	0	-5	0	-19	-5	26	-5	-1.6
C=CCn1cnc2c(NCc3ccccc3)ncnc21	-2	-34	-1	-38	3	1	-5	3.5
COc1ccc(NC(=O)CC2C(=O)N(c3cccc(C)c3)C(=O)N2C2CCCCC2)cc1 (stereo unspecified)	23	-54	11	-4	-1	6	40	-0.9
COc1ccc(CN2CCC(n3nccc3NC(=O)C3CCCC3)CC2)c(OC)c1	6	-15	12	-15	-1	17	19	0.1
CCSc1nc(N)c2c(C)c(C)sc2n1	3	-14	-1	-10	1	-3	10	2.5

Screens as filed in PubChem.
